From PubChem
mcGAS inh: cyclic GMP-AMP synthase inhibitors, mouse, primary biochemical chemiluminescence; inhibition, % at 12.5 µM; 0.15% of 160,000 active; AID 1259399, 2018; recombinant cGAS, Kinase-Glo ATP depletion luminescence;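 further: 0% = negative control wells and 100% = reference inhibitor with no enzyme activity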
NPYLR7 ag: agonists of mosquito NPYLR7 receptor, primary screen, cell-based, Aedes aegypti, calcium fluorescence, mosquito biting behavior | 0.15% of 270,000 active | AID 1259423, 2018 | HEK293T NPYLR7/Galpha15, GCaMP6s calcium fluorescence | activation, % at 10 µM | Aedes aegypti neuropeptide Y-like receptor 7 (NPYLR7); in the data active means activation above about 40%;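 further: 0% = vehicle and 100% = reference agonist at the receptor; some compounds past the cut are filed as inactive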
hcGAS lum: Primary biochemical luminescence assay for human cyclic GMP-AMP synthase inhibitors | AID 1259398, 2018 | recombinant h-cGAS, ATP depletion, Kinase-Glo luminescence | inhibition, % at 12.5 µM | Q8N884 | 0.081% of 290,000 active;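 further: 0% = vehicle reaction and 100% = reaction without DNA for no activity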
Target sequence (Q8N884 whole entry, looked up): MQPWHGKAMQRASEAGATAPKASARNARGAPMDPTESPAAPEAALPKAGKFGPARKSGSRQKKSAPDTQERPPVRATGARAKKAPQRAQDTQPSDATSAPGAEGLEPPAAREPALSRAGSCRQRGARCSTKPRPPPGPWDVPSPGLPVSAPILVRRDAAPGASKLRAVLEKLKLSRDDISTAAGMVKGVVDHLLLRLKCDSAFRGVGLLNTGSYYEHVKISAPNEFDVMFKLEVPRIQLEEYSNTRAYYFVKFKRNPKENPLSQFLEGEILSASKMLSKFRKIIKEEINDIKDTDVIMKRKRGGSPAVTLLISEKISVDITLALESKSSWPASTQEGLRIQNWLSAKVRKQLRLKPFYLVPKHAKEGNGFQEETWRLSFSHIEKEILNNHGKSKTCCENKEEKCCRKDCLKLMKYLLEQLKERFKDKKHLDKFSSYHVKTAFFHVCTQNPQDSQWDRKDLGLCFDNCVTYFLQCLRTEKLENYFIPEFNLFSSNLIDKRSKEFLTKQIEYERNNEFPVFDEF
Numbers without * were called inactive; · = not tested or not shown; & = joins results of further samples. Unless noted, no stated cut-off is given here; in the data, active means inhibition above about 40%; inactive means the rest. Not a hit list (roughly 0.26% active in at least one column).

SMILES | mcGAS inh | NPYLR7 ag | hcGAS lum
COCCN(CC(=O)Nc1cc(-c2ccccc2)nn1-c1ccccc1)C(=O)c1ccc(Br)cc1 | -6 | · | -2
O=C(COc1ccccc1Cl)NCc1ccco1 | 1 | -3 | -1
O=C(O)CCC(=O)OC1CC2CCC1C2 (stereo not given) | · | 1 | 0
Cc1ccc(CNc2ccc(C(=O)NCc3cnc(C)cn3)cc2)cc1 | · | 7 | -4
CCc1nc(C)c(C(=O)OC2CC3CCC2C3)s1 (stereo not given) | · | 0 | -8
Cc1ccc(C)c(-n2c(CNC(=O)COc3ccccc3)nnc2SCC(=O)Nc2nccs2)c1 | -5 | 6 | -5
COC(=O)N(C)C(CC(=O)C(C)(C)C)c1ccccc1 (stereo not given) | · | -5 | -1
Clc1ccccc1C1SCC2Nc3ccccc3CN21 (stereo not given) | -1 | 1 | -4
CC(C)Cc1ccc(C(O)CN2CCCN3CCCC3C2)cc1 (stereo not given) | · | 6 | -4
C/C(=C/c1ccc(F)cc1)C(=O)N1CCCN(C2CCOCC2)CC1 | · | 1 | -5
Cc1c(C(=O)N(Cc2ccco2)C2CC2)[nH]c2c1C(=O)CC(C)(C)C2 | · | 8 | -3
CCCNC(=O)C(C)NC(=O)c1cc(C)c(C)c(S(=O)(=O)N2CCC(C)CC2)c1 (stereo not given) | · | 1 | -1
CC1(C)OCC(CN2C(=O)c3ccccc3NC2c2ccnc3ccccc23)O1 (stereo not given) | -5 | 0 | -3
Cc1c(C(=O)NC(C)c2ccc(Br)cc2)cnc2c(-c3cccc(Cl)c3)cnn12 (stereo not given) | -8 | 15 | -7
Nc1nc(-c2ccc(F)cc2)cc(C(F)(F)F)n1 | · | 13 | -6
Cc1ncsc1C(=O)N1CCCC(CNC(=O)c2ccc(-c3ccccc3)cc2)C1 (stereo not given) | · | 10 | -8
c1cncc(CNc2cc(-c3ccc4cn[nH]c4c3)c3cc[nH]c3n2)c1 | · | 0 | -7
COCCNC(=O)CCC1CCN(C(=O)CN2CCCCC2=O)CC1 | -11 | · | -9
CCOC(=O)c1c(C)[n+]([O-])c2ccc3c(non3O)c12 | 0 | 3 | -1
Cc1ccsc1[C@@H]1CCN(Cc2cnc(-c3ccccn3)nc2)C[C@H]1O | · | 16 | 0
Cc1cc(NC(=O)CON=C2CCN(C(=O)C3CC3)CC2)ccc1Br | · | 7 | 2
CCOc1cc(C(=O)OCc2nc(N)c3c(C)c(C)sc3n2)cc(OCC)c1OCC | · | 1 | -3
Cc1ccccc1-n1cnc(C(=O)N2CCCCC2C)n1 (stereo not given) | -4 | · | -3
COc1ccc(S(=O)(=O)N2CCCC(C)C2)cc1N1CCN(C(=O)c2cc3ccccc3s2)CC1 (stereo not given) | -7 | 26 | -1
COC(=O)c1ccc(C2c3c(oc4ccc(Br)cc4c3=O)C(=O)N2C)cc1 (stereo not given) | · | 1 | -5
O=C(Nc1cc(Cl)cc(Cl)c1)N1CCN(c2ccc(-c3ccco3)nn2)CC1 | 1 | -4 | -3
CCOc1cc(C)c(S(=O)(=O)NCc2ccc3c(c2)OCO3)cc1C | · | -2 | -8
C=CCn1cc(/C=C(/C#N)c2cccc(F)c2)c2ccccc21 | · | 4 | -15
CCOCCCNC(=O)c1cc(NC(=O)Nc2ccc(C(F)(F)F)cc2)ccc1N1CCC(Cc2ccccc2)CC1 | -4 | · | -6
CCC(=O)N1CCN(c2ncnc3c2nnn3CC)CC1 | · | 1 | -5
CC(C)c1cc(C(=O)N2CCC(c3cc(-c4ccco4)n[nH]3)CC2)n(C)n1 | 0 | 1 | 5
Cc1cn2c3c(=O)n(C)c(=O)n(C)c3nc2n1CCN1CCN(c2ccccc2)CC1 | · | -11 | 2
O=S(=O)(Oc1ccc(C2SCCS2)cc1)c1cccs1 | · | 7 | -3
Cc1ccc2nc(C)c(NC(=O)c3ccccc3F)c(=O)n2c1 | · | 4 | -14
CCOC(=O)Cn1c(C2CC(=O)N(c3cc(C)cc(C)c3)C2)nc2ccccc21 (stereo not given) | -5 | 3 | -8
COCCCN(CC(=O)N1CCc2sccc2C1COc1ccc(Cl)c(C)c1)C(=O)c1ccccc1OC (stereo not given) | -3 | 4 | -1
C/C(CC(C)C)=N/Nc1nc(-c2cc3ccccc3oc2=O)cs1 | -5 | -8 | -6
CCn1cc(C(=O)NN)cn1 | -5 | 1 | -4
O=c1nc(SCc2cccc3ccccc23)c2c([nH]1)CCCC2 | -10 | -2 | 0
CN(Cc1ccco1)C(=O)c1ccccc1N1CCC(NC(=O)c2ccc(F)cc2F)CC1 | 0 | -2 | 2
c1ccc(-c2ccc(-c3nc(-c4ccccn4)no3)cc2)cc1 | · | 14 | -13
O=C(NCCn1ncc2c(N3CCOCC3)ncnc21)C1COc2ccccc2O1 (stereo not given) | -7 | 2 | -8
CCOC(=O)N1CCN(C(=O)c2cc3n(n2)CCN(Cc2c(Cl)cccc2Cl)C3=O)CC1 | -7 | 16 | -4
O=C(CN1CCCNC1=O)Nc1ccccc1C(=O)C1CCCC1 | -15 | 2 | -3
Nc1c(C(=O)Nc2ccccc2)c2nc3ccccc3nc2n1/N=C\c1ccco1 | -5 | -2 | -3
O=C(CN1C(=O)C(=O)N(CCC2=CCCCC2)C1=O)c1ccc(Br)s1 | 0 | -7 | 3
Cc1cccc(-n2nc(C3CC3)c(C(=O)N3CCCCC3)c2C(C)C)c1 | -10 | · | -6
CCc1cc(=O)[nH]c(-n2nc(C)cc2NC(=O)c2cccc(C)c2)n1 | -7 | 8 | -9
CC(C)COc1ccc(C(=O)Nc2ncn[nH]2)cc1 | · | -1 | 4
O=c1c(-c2cc3ccccc3o2)coc2ccccc12 | -7 | 1 | -12
CCOC(=O)C1CCCN(C(=O)c2ccc(CSc3nc(N4CCCCC4C)cc(C(F)(F)F)n3)o2)C1 (stereo not given) | -6 | 18 | -6
O=P1(NN=Cc2ccncc2)C=C(c2ccccc2)OC(c2ccccc2)=C1 | · | 3 | -7
CC(C)(C)CN1CCC(C2CCN(C(=O)CN3CCCCC3=O)CC2)C1 (stereo not given) | · | 19 | -10
COc1cccc(CN2CC(O)CN(C(=O)c3ccc(Cl)cc3)CC2=O)c1OC (stereo not given) | -1 | 0 | 8
COc1cc(NC(=O)CSc2nccn3nc(-c4ccc(C)cc4)cc23)cc(OC)c1 | -7 | -1 | -5
O=C(c1ccc2cc[nH]c2c1)N1CCOC(COCc2ccccc2F)C1 (stereo not given) | -5 | 27 | -1
O=C(Nc1sc2c(c1C(=O)Nc1ccccc1)CCCC2)c1ccco1 | · | 6 | -3
O=C(NCCOc1ccccc1)c1cc2n(n1)CCN(Cc1cccc(F)c1)C2=O | -4 | 20 | -3
COc1cccc(C(=O)N2CCCC(CO)(Cc3ccccc3)C2)c1OC (stereo not given) | · | -3 | -2
CCN(Cc1nccn1Cc1cccc(C(F)(F)F)c1)C(=O)c1ccc(Cl)cc1 | -4 | 28 | -10

Next section
SMILES | mcGAS inh | NPYLR7 ag | hcGAS lum
Cc1ccc(N=Nc2c(-c3ccccc3)[nH]n(-c3nc(-c4ccccc4)cs3)c2=O)cc1Br | -6 | 14 | -5
CCC(=O)NCc1ccccc1-c1ccc2c(c1)OCCO2 | -15 | 6 | 1
O=C(c1cn[nH]n1)N(Cc1ccccc1)Cc1nccs1 | -16 | 0 | -2
CC(C)CCNC(=O)c1ccc(Nc2c(Oc3cccc(Cl)c3)cnn(C)c2=O)cc1 | -3 | 1 | -2
COCC(=O)Nc1c2c(nn1CC(=O)NCCc1ccccc1)CSC2 | -4 | -3 | -4
COc1ccc(C2=NC(=Cc3ccc(OCC(N)=O)cc3)C(=O)O2)cc1 | · | 14 | -8
O=S(=O)(c1ccc2c(c1)CCO2)N1CCCC1Cc1cccc(F)c1 (stereo not given) | -15 | 9 | -7
Cc1nc2cccc(C)n2c(=O)c1NC(=O)c1cc(Br)ccc1Cl | · | 4 | -17
CCOc1ccc(NC(=O)Cn2cccc(-c3nc(-c4ccc(OC)c(OC)c4)no3)c2=O)cc1 | 2 | · | 2
O=C(NCc1ccco1)c1csc(COc2cc(Cl)ccc2Cl)n1 | -4 | 14 | -5
CCOC(=O)N1CCN(C(=O)C2CCC(=O)N(CCCN3CCOCC3)C2)CC1 (stereo not given) | · | 1 | -2
Cc1ccc(-c2csc3ncn(CCO)c(=O)c23)cc1C | · | 1 | -2

Structures from the list above that have bromine, in the order listed:
SMILES | mcGAS inh | NPYLR7 ag | hcGAS lum
COCCN(CC(=O)Nc1cc(-c2ccccc2)nn1-c1ccccc1)C(=O)c1ccc(Br)cc1 | -6 | · | -2
Cc1c(C(=O)NC(C)c2ccc(Br)cc2)cnc2c(-c3cccc(Cl)c3)cnn12 (stereo not given) | -8 | 15 | -7
Cc1cc(NC(=O)CON=C2CCN(C(=O)C3CC3)CC2)ccc1Br | · | 7 | 2
COC(=O)c1ccc(C2c3c(oc4ccc(Br)cc4c3=O)C(=O)N2C)cc1 (stereo not given) | · | 1 | -5
O=C(CN1C(=O)C(=O)N(CCC2=CCCCC2)C1=O)c1ccc(Br)s1 | 0 | -7 | 3
Cc1ccc(N=Nc2c(-c3ccccc3)[nH]n(-c3nc(-c4ccccc4)cs3)c2=O)cc1Br | -6 | 14 | -5
Cc1nc2cccc(C)n2c(=O)c1NC(=O)c1cc(Br)ccc1Cl | · | 4 | -17

Next structures:
SMILES | mcGAS inh | NPYLR7 ag | hcGAS lum
Cc1nc(COc2ccc(C(=O)NC3CCCCCCC3)cc2)no1 | · | 3 | -8
Cc1cc(=O)[nH]c(C(C)OC(=O)c2c(C)nn(C)c2C)n1 (stereo not given) | -13 | -7 | -6
O=C(CCc1nc2ccc(F)cc2[nH]1)N1CCc2c([nH]c3ccccc23)C1c1ccccn1 (stereo not given) | -2&-1 | -2&-2 | 5&1
COc1ccccc1-c1cc(CN(C(=O)c2ccc([N+](=O)[O-])cc2)C2CC2)no1 | · | 4 | -2
CCOC(=O)C1CCCN(c2cc(C(F)(F)F)nc3ncnn23)C1 (stereo not given) | · | -5 | 13
OCCNc1nc(Cl)nc(Nc2ccc(Cl)cc2)n1 | · | 8 | -7
CC(NC(=O)C1CC1c1ccco1)c1cccc(N2CCCC2=O)c1 (stereo not given) | · | -23 | -2
CC1CN(CCCCNC(=O)c2ccc3ncccc3c2)CC(C)O1 (stereo not given) | · | -1 | -11
COc1ccc(CCNC2CC(=O)N(c3ccc(F)cc3)C2=O)cc1 (stereo not given) | -6 | 0 | -2
Cn1cccc1C(=O)NC(=O)CSc1nnc(-c2ccco2)n1C1CCCCC1 | · | 7 | -7
Cc1nc2ccccc2nc1CN1CCc2ccccc2C1 | · | 8 | -10
CC1(C(=O)Nc2cnc3ccccc3c2)CCN1C(=O)C1(c2ccccc2)CCCC1 (stereo not given) | -6 | 7 | -5

The final five entries of the part before lead into the next.
SMILES | mcGAS inh | NPYLR7 ag | hcGAS lum
CC1CN(CCCCNC(=O)c2ccc3ncccc3c2)CC(C)O1 (stereo not given) | · | -1 | -11
COc1ccc(CCNC2CC(=O)N(c3ccc(F)cc3)C2=O)cc1 (stereo not given) | -6 | 0 | -2
Cn1cccc1C(=O)NC(=O)CSc1nnc(-c2ccco2)n1C1CCCCC1 | · | 7 | -7
Cc1nc2ccccc2nc1CN1CCc2ccccc2C1 | · | 8 | -10
CC1(C(=O)Nc2cnc3ccccc3c2)CCN1C(=O)C1(c2ccccc2)CCCC1 (stereo not given) | -6 | 7 | -5
C=CCN(CC=C)C(=O)CSc1nnc(-c2cccc(OC)c2)n1-c1ccccc1 | -5 | · | -2
CCCCCn1nc(C(=O)NC(CO)C(=O)OC)c2ccccc2c1=O (stereo not given) | · | 6 | -5
O=C(Nc1ccc(C(F)(F)F)cc1)N1CCN(c2nc(Cc3ccc(Cl)cc3)ns2)CC1 | -4 | 18 | -11
Cc1cc(Cl)ccc1Oc1ncccc1C#N | · | 4 | -8
CCCc1c(C)nn(-c2ccc(C(=O)NC(C)(Cc3ccccc3)C(=O)OC)cc2)c1C (stereo not given) | -4 | -10 | -6
COc1cccc(OCC2c3ccsc3CCN2C(=O)CN(C(=O)c2cccc(F)c2)C2CC2)c1 (stereo not given) | -5 | -3 | -4
Cc1cc(C)n(C)c(=O)c1C(=O)N1CCOC(C(F)(F)F)C1 (stereo not given) | · | 3 | 2
O=C1Cc2cc(S(=O)(=O)N3CCN(C4CCS(=O)(=O)C4)CC3)ccc2N1 (stereo not given) | · | -5&-4 | 0&2
O=C(c1cc(-c2ccc(F)cc2)nc2cc(-c3ccccc3)nn12)N1CCN(c2cccc(C(F)(F)F)c2)CC1 | -4&-1 | -1&-11 | -5&0
CCOC(=O)c1sc2nc(-c3ccccc3)cc(C(F)(F)F)c2c1N | -11 | 4 | -7
CC1Cc2ccccc2N1Cc1cc(=O)c(OCc2ccc(Cl)c(Cl)c2)co1 (stereo not given) | -7 | -2 | -8

2 consecutive compounds already listed, for reference:
SMILES | mcGAS inh | NPYLR7 ag | hcGAS lum
CCOC(=O)c1sc2nc(-c3ccccc3)cc(C(F)(F)F)c2c1N | -11 | 4 | -7
CC1Cc2ccccc2N1Cc1cc(=O)c(OCc2ccc(Cl)c(Cl)c2)co1 (stereo not given) | -7 | -2 | -8
